High-throughput results from PubChem.
ATG4B inh: ATG4B protease inhibitors, primary screen, biochemical, fluorescence, uHTS; Cysteine protease ATG4B (Homo sapiens), Q9Y4P1; ATG4B cleavage of LC3-PLA2, NBD-HPC fluorescence, 1 h; inhibition, % at 8.33 µM; 340,000 tested, 0.51% active; in the data active means inhibition above about 40%
Target sequence (Q9Y4P1 whole entry, looked up): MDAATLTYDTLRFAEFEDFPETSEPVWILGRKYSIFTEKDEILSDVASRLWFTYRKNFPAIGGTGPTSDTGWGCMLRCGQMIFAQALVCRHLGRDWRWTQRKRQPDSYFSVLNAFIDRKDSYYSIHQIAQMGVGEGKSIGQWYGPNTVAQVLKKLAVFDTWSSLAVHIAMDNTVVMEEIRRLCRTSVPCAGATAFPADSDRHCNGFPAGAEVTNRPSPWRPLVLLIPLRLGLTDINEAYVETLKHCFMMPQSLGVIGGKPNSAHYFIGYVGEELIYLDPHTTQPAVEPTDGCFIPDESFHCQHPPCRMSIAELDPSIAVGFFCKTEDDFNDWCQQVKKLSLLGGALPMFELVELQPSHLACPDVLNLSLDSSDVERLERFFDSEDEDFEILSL
SENP7 inh: SENP7 protease inhibitors, primary screen, biochemical, luminescence, uHTS. Sentrin-specific protease 7 (Homo sapiens), Q9BQF6. inhibition, % at 5 µM. 330,000 tested, 1.5% active. AID 434973, 2010. recombinant SENP7, Z-RLRGG-aminoluciferin luminescence, 40 min;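 active means inhibition above about 50% at the single test dose, limit read from the data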;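 further: plate controls were DMSO with enzyme for no effect and no enzyme buffer wells for full effect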
Target sequence (Q9BQF6 706-1050 limits assumed): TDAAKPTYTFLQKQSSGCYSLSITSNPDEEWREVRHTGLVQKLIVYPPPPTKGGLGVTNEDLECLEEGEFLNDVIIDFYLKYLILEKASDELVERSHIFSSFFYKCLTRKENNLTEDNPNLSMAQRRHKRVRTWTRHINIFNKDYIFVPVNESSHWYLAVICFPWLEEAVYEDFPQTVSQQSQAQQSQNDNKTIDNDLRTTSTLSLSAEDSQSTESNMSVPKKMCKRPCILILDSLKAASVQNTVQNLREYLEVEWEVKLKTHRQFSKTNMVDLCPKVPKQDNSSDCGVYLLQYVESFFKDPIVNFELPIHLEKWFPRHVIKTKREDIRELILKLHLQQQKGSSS
HKDC1 inhibitor: HKDC1 hexokinase inhibitors, primary screen, biochemical, fluorescence, uHTS. recombinant HKDC1, G6PDH/diaphorase resazurin coupled fluorescence. Q2TB90. 340,000 tested, 0.16% active. inhibition, % at 20 µM;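 active means inhibition above about 35% when tested at 20 µM, limit read from the data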;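 further: plate controls were DMSO wells with enzyme for no effect and DMSO wells lacking enzyme for full effect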
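test system = in-house recombinant HK5 (HKDC1) enzyme | amount = HKDC1 at 5 µg/mL | control set = DMSO-enzyme wells negative, buffer-substituted wells positive | compound = one dose of 20 µM, 1% DMSO | schedule = reaction time 90 min, room temperature, protected from light | technique = resorufin fluorescence at 613 nm | reagent = glucose with 1 mM ATP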
PfG6PD inh: PfG6PD enzyme inhibitors, primary screen, biochemical, fluorescence intensity, uHTS. PfGluPho enzyme, NADPH resazurin-diaphorase fluorescence. 350,000 tested, 0.78% active. inhibition, % at 20 µM. AID 504690, 2011;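 active means inhibition reaching at least a set limit at 20 µM in the primary screen, cut at about 59% in these data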;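 further: 0% = DMSO wells with substrate and 100% = DMSO wells lacking glucose-6-phosphate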
MPTP block: mitochondrial permeability transition pore inhibitors, primary screen, biochemical, isolated mouse mitochondria, absorbance; Ca2+ swelling absorbance, 30 min; inhibition, % at 10 µM; 360,000 tested, 1.4% active; AID 602449, 2012;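 active means inhibition of 50% or more, scaled per plate between neutral and stimulator controls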;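 further: 0% = DMSO wells given calcium and 100% = 1 mM EGTA wells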
GRIN3A LBD mod: binders of NR3A ligand-binding domain, primary screen, biophysical, differential scanning fluorimetry, uHTS. Glutamate receptor ionotropic, NMDA 3A (GRIN3A) ligand-binding domain. NR3A LBD differential scanning fluorimetry, Tm shift; 0% = protein alone, 100% = glycine-bound protein. Tm shift relative to glycine control, % at 25 µM. 340,000 tested, 2.5% active;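 active means melting temperature shift of at least 10% of the positive control shift, at one fixed dose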
SENP6 inh: SENP6 protease inhibitors, primary screen, biochemical, luminescence, uHTS; Sentrin-specific protease 6 (Homo sapiens), Q9GZR1; Recombinant SENP6 catalytic domain, aminoluciferin luminescence; inhibition, % at 10 µM; 330,000 tested, 1.8% active; AID 2599, 2010;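 active means inhibition above about 50% at the single tested dose, limit read from the data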;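 further: plate controls were DMSO wells with enzyme for no effect and DMSO wells lacking enzyme for full effect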
SENP8 block: human SENP8 protease inhibitors, primary screen, biochemical, fluorescence, Nedd8 protein substrate, uHTS. Sentrin-specific protease 8 (Homo sapiens), Q96LD8. recombinant SENP8. inhibition, % at 20 µM. 360,000 tested, 0.64% active. AID 602440, 2012; in the data active means inhibition mostly above about 40%, no sharp cut-off; inactive means mostly below about 27%
Target sequence (Q96LD8 whole entry, looked up): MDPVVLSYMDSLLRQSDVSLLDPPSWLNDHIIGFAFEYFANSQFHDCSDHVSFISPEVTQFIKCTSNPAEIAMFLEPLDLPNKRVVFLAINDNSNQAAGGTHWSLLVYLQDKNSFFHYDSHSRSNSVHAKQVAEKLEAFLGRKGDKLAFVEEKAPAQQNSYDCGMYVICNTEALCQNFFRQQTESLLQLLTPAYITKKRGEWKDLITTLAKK
Numbers without * were called inactive; x = not tested or not shown.

SMILES	ATG4B inh	SENP7 inh	HKDC1 inhibitor	PfG6PD inh	MPTP block	GRIN3A LBD mod	SENP6 inh	SENP8 block
CSCCC(Nc1ncnc2ccc(Br)cc12)C(=O)O (stereo not drawn)	-8	0	-5	9	2.0	-1	-3	0
COc1ccc(C(CNC(=O)c2oc3cc(C)c(C)cc3c2C)N2CCCCC2)cc1 (stereo not drawn)	-7	6	1	18	20	-2	-9	24
O=C(CSc1nnc(-c2ccc(C(F)(F)F)cn2)s1)c1ccccc1	4	4	-9	1	-1.5	1	-12	-28
O=C(O)C1=C[C@@H](c2ccccc2)C[C@@H](OCc2ccc(CO)cc2)O1	4	11	7	3	-0.2	-1	-10	12
Oc1ccc(N=Nc2c(O)ccc3ccccc23)cc1	4	-5	12	26	46	6	69*	9
Cc1ccc(NC(=O)COC(=O)/C=C/c2cccs2)cc1	2	5	-6	10	-0.7	-1	-6	6
O=S(NCc1ccco1)C12CC3CC(CC(C3)C1)C2 (stereo not drawn)	-12	-1	2	12	1.0	0	-12	-2
CC(=C1C(=O)c2ccccc2C1=O)N1CCN(C/C=C/c2ccccc2)CC1	3	-2	5	-12	-0.2	-1	7	15
Cc1cc(C)c(NC(=O)CSc2nc3ccc(NC(=O)CSc4nnnn4-c4ccccc4)cc3s2)c(C)c1	-12	-2	-5	-7	0.7	-16	-4	-7
CCN(C(=O)COC(=O)c1c(C)c(-c2ccccc2)nc2ccccc12)C1CCS(=O)(=O)C1 (stereo not drawn)	-8	2	-2	19	0.7	-2	-7	20
O=C(COc1ccccc1-c1ccccc1)N/N=C/c1ccncc1	0	7	-3	-9	-0.1	0	-8	16
CC(C)/C(C=O)=C(/NC1CCCCC1)c1ccccc1	1	6	0	-16	4.5	0	-24	24
CC1CCN(C(=O)CNC(=O)CNC(=O)Cc2ccccc2)CC1	0	-7	-9	1	-1.8	-1	0	3
Cc1ccc(C)c(Cn2nnc3c(=O)[nH]c(C4CCN(S(=O)(=O)c5ccc(S(=O)(=O)N(C)C)cc5)CC4)nc32)c1	-5	7	7	-17	0.3	4	-6	14
Cc1sc(N)c(C#N)c1C	-6	2	-7	40	-0.8	-3	-11	26
COc1ccc(/C=C/C(=O)Nc2ccccc2C)cc1S(=O)(=O)N1CCOCC1	-18	2	-1	17	2.7	-4	-9	15
CC1CCCCN1S(=O)(=O)c1ccc(S(=O)(=O)N2CCCC2)cc1 (stereo not drawn)	-2	3	-6	4	0.2	-2	-8	2
COc1ccc(-c2nnc(SC(=O)N3c4ccccc4Sc4ccccc43)o2)cc1	11	-2	28	25	3.3	-9	-10	-259
CCOc1ccccc1N(C)C(=O)c1sc2ncn(CC(=O)N3CCCCC3C)c(=O)c2c1C (stereo not drawn)	7	5	-4	-10	-0.2	-3	2	5
CCOC(=O)c1c(NC(=O)CN2CCN(C(=O)C3CCCO3)CC2)sc(C)c1C (stereo not drawn)	0	-3	3	-13	-0.9	0	-4	-51

Ordered by value in MPTP block (smallest number first): some entries from above
structure | MPTP block
O=C(O)C1=C[C@@H](c2ccccc2)C[C@@H](OCc2ccc(CO)cc2)O1 | -0.2
Cc1ccc(C)c(Cn2nnc3c(=O)[nH]c(C4CCN(S(=O)(=O)c5ccc(S(=O)(=O)N(C)C)cc5)CC4)nc32)c1 | 0.3
O=S(NCc1ccco1)C12CC3CC(CC(C3)C1)C2 (stereo not drawn) | 1.0
COc1ccc(/C=C/C(=O)Nc2ccccc2C)cc1S(=O)(=O)N1CCOCC1 | 2.7
CC(C)/C(C=O)=C(/NC1CCCCC1)c1ccccc1 | 4.5
COc1ccc(C(CNC(=O)c2oc3cc(C)c(C)cc3c2C)N2CCCCC2)cc1 (stereo not drawn) | 20

Random excerpt: two records from the list
SMILES	ATG4B inh	SENP7 inh	HKDC1 inhibitor	PfG6PD inh	MPTP block	GRIN3A LBD mod	SENP6 inh	SENP8 block
Cc1ccc(NC(=O)COC(=O)/C=C/c2cccs2)cc1	2	5	-6	10	-0.7	-1	-6	6
CC(C)/C(C=O)=C(/NC1CCCCC1)c1ccccc1	1	6	0	-16	4.5	0	-24	24

(next part)
SMILES	ATG4B inh	SENP7 inh	HKDC1 inhibitor	PfG6PD inh	MPTP block	GRIN3A LBD mod	SENP6 inh	SENP8 block
CC(=O)Nc1ccc(-c2csc(Nc3ccc(Cl)cn3)n2)cc1	-5	5	-2	12	0.9	26*	2	-248
CCOC(=O)c1ccc(NC(=O)COc2ccccc2CNC2CCCC2)cc1	-6	-8	-11	6	0.7	0	-15	12
O=C(CCN1C(=O)/C(=C/c2ccc3c(c2)OCO3)SC1=S)NNC(=O)c1cccnc1	-5	0	9	-22	5.3	-4	-7	23
COc1ccc(C)cc1NC(=O)C1CCN(S(=O)(=O)c2ccc3c(c2)NC(=O)CO3)CC1	-7	5	-4	-5	-0.9	3	5	6
O=C(COc1ccc(Cl)cc1)NCCCNC(=O)c1cccnc1	-7	4	-3	17	-2.1	1	-7	5
Cn1c2ccccc2c(=O)c2cc(C#CC3=CCCCC3)ccc21	10	0	15	33	-0.4	-9	39	-498
O=C(CN1C(=O)CCSc2ccc(S(=O)(=O)N3CCCC3)cc21)NCc1ccccc1Cl	4	-1	-6	-1	-1.0	2	1	14
O=C(CN1C(=O)S/C(=C\c2ccccc2F)C1=O)NC1C=CS(=O)(=O)C1 (stereo not drawn)	4	-1	-2	-8	-1.9	1	-2	5
COc1ccc(C(=O)Nc2ccc(Cl)c(S(=O)(=O)Nc3ccccc3OC)c2)cc1	-6	-3	-4	11	55*	3	-8	29
Nc1ccc(N=Nc2ccccc2Cl)c(N)n1	-9	82*	-1	5	1.1	-20	81*	33
Cc1ccc(C2CC2c2n[nH]c(=S)n2-c2ccc(Cl)cc2)cc1 (stereo not drawn)	3	-8	3	15	6.2	-7	3	17
Oc1cc(O)c2c(c1)O[C@H](c1ccc(O)c(O)c1)[C@H](O)C2	3	0	-2	18	-0.2	1	0	19
CCN1CCN(S(=O)(=O)c2ccc(OC)c3ccccc23)CC1	7	-13	7	3	0.0	1	-8	6
CC(=O)c1sc(N/N=C\c2ccc(C)cc2)nc1C	-14	17	-4	28	2.8	-10	24	-375
COCCNC(=O)c1cccc(NC(=O)C2=C(C)OCCS2)c1	-1	-4	-4	9	-0.1	-2	-5	14
Nc1ccc2nc(SCC(=O)c3ccccc3)sc2c1	1	1	3	8	-0.3	-3	16	-12
CC(C)(C)NS(=O)(=O)c1ccc2nc(NC(=O)Cc3cccs3)sc2c1	-4	0	-4	3	-2.2	-4	3	3
N/C(=N\OC(=O)c1ccc(Cl)cc1)c1ccc(Cl)cc1	-3	54*	-1	15	-0.8	2	9	9
COc1ccc(CN2CCN(Cc3ccccc3)C(CCO)C2)cc1OC (stereo not drawn)	-12	5	5	13	2.1	-2	2	22
CC(C)C[C@H](NC(=O)c1nc[nH]c1C(=O)NCC(=O)OC(C)(C)C)C(=O)OCc1ccccc1	-1	-7	2	22	0.8	-23	-20	11
CCSC1=N/C(=C/c2ccsc2)C(=O)N1c1ccccc1	13	8	-9	0	10	-1	0	-273
O=C(Nc1cccc(C(=O)N2CCOCC2)c1)c1ccc([N+](=O)[O-])cc1	-7	-6	-3	1	-0.3	1	-13	8
COc1cccc(Nc2nc(-c3cccc(N4C(=O)c5ccccc5C4=O)c3)cs2)c1	-2	-3	3	11	1.8	33*	-10	36
Cc1ccc(C)c(S(=O)(=O)N2CCN(C(=O)CCc3nc4ccccc4c(=O)[nH]3)CC2)c1	-4	-14	8	-13	-1.9	-2	-20	-2
CCN1CCN(S(=O)(=O)c2cccc(S(=O)(=O)N3CCOCC3)c2)CC1	-6	-6	-5	-6	-0.1	-1	1	12
CCN=C1SC(C(N)=O)CC(=O)N1CC (stereo not drawn)	-3	-5	-4	0	-0.2	-1	-24	17
O=C(/C=C/Sc1ncn[nH]1)c1ccc(Cl)cc1	-5	-17	24	28	-2.7	-1	-14	9
COc1ccc(C(=O)NNC(=O)C2CCCO2)cc1 (stereo not drawn)	2	0	-5	-8	0.8	0	0	22
CN(CC(=O)O)S(=O)(=O)c1ccc2c(c1)n(C)c(=O)c(=O)n2C	7	7	-4	-4	-2.4	-2	-8	-8
O=C(CNS(=O)(=O)c1ccc(Br)s1)N1CCCC1	3	10	-5	-3	-1.0	0	-24	18
O=C(COC(=O)C(Cc1ccccc1)NC(=O)c1ccc(Cl)cc1)c1ccc(Cl)cc1 (stereo not drawn)	6	-7	-3	4	14	1	8	20
COc1ccccc1CNS(=O)(=O)CCNC1CC1	x	x	0	-4	1.7	2	x	-1
CC(OC(=O)c1cccc(S(=O)(=O)N2CCCCC2)c1)C(=O)NC1CCCCC1C (stereo not drawn)	1	0	-3	9	1.3	5	-2	4
Cc1ccc(N(C)C(=O)n2cnc3ccccc32)cc1	-2	-5	-12	1	0.6	-2	-17	24
COC(=O)c1n[nH]nc1-c1ccccc1	3	-2	-8	-1	1.2	-9	4	17
COc1cc2cnc(-c3ccccc3)c(-c3ccc([N+](=O)[O-])cc3)c2cc1OC	-5	1	3	4	-1.3	2	2	7
O=C(c1ccc(OC2CCN(Cc3ccc(C(F)(F)F)cc3)CC2)cc1)N1CCCCC1	41*	8	-1	16	-0.3	0	0	13
CCCCNC(=O)CSc1nc2cc(OC)c(OC)cc2c(=O)n1Cc1ccc(OC)cc1	-3	-10	-4	0	2.2	-1	-7	16
COCCN(C(=O)c1ccc(-c2ccc([N+](=O)[O-])cc2)o1)c1c(N)n(CC(C)C)c(=O)[nH]c1=O	5	9	1	19	0.1	2	-1	-26
COc1ccc(NC(=O)NCCc2c[nH]c3ccccc23)c(OC)c1	-4	3	1	-7	-0.7	-8	22	11
CCCc1[nH]nc2c1C(C1CC=CCC1)C(C#N)=C(N)O2 (stereo not drawn)	-7	-7	19	0	-0.7	1	-25	22
Cc1ccc(S(=O)(=O)N2CCN(S(=O)(=O)c3ccccc3Br)C2=O)cc1	-1	3	4	12	-0.7	2	x	4
CN(CC(=O)Nc1ccc(OC(F)(F)F)cc1)C(=O)/C=C/c1ccco1	-4	2	7	-3	-2.1	1	0	16
Cc1ccc(CN2CCN(C3CCCC3)C(CCO)C2)s1 (stereo not drawn)	-27	4	-6	13	-3.4	0	2	6
C[C@H](NC(=O)c1ccco1)C(=O)NCCc1ccc(S(N)(=O)=O)cc1	-7	5	-5	-6	-1.1	-1	-3	0
CCC(=O)N1CCCc2cc(S(=O)(=O)N3CCCc4ccccc43)ccc21	-2	-4	-1	0	-0.2	3	3	4
COc1ccc(/C=N/S(=O)(=O)c2ccccc2)cc1OC	29	2	16	-10	0.3	-1	6	-2
Cc1c(C(=O)NC(=S)NCc2cccnc2)oc2ccccc12	-3	-3	-8	-5	3.0	0	-4	22
O=C(CCS(=O)(=O)c1ccccc1)Nc1cccc2c1C(=O)NC2=O	0	-6	-6	-1	0.9	0	-12	-336
C=C(C)C(=O)Nc1cccc(C2=NOC3(C2)C[C@H](C(N)=O)N(C(=O)c2ccccc2C(=O)c2ccccc2)C3)c1 (stereo partly drawn)	11	4	-2	2	0.9	0	-11	4
O=c1c2ccccc2c(C=Nc2cccc(S(=O)(=O)NC3=NCCCCC3)c2)c(O)n1Cc1ccccc1	-10	24	-2	-2	2.7	-4	53*	4
COc1cccc(-c2cc(C(F)(F)F)nc(NCc3ccco3)n2)c1	2	12	2	17	2.0	-11	-4	-119
COc1ccc(COC(=O)c2cccc(S(=O)(=O)N3CCN(C(C)=O)CC3)c2)cc1	-7	-2	1	-7	11	2	-2	5
